From PubChem BioAssay
Jurkat tox 60K: cytotoxicity toward Jurkat T cells, primary screen, cytotoxicity control, cell-based, Jurkat E6.1, 60K MLSMR library; Jurkat E6.1 viability, ATP luminescence, 48 h; inhibition, % at 4 µM; 56,000 compounds, 1.2% hits;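 active = inhibition above the mean inhibition of all tested compounds plus 3 SD, cut at about 28% in these data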
HEK293 NFkB inh: inhibitors of PMA/ionomycin-induced NF-kB reporter, primary screen, antigen receptor NF-kB inhibitor project, cell-based, HEK-293 luciferase reporter, luminescence; 62,000 compounds, 0.21% hits; inhibition, % at 3 µM; HEK-293 NF-kB luciferase reporter;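 active = inhibition above the mean of all tested compounds plus 3 SD, cut at about 40% in these data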;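 also: 0% = stimulated DMSO wells and 100% = 10 µM reference inhibitor 5653914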
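Signal: luciferase luminescence; Material: HEK-293 cells with stable firefly luciferase reporter driven by four HIV NF-kB elements; Probe or stimulus: PMA with ionomycin; Replication: tested once; Times: 1 h compound pretreatment, then 16 h stimulation at 37 °C, 5% CO2; Benchmarks: DMSO and 10 µM reference inhibitor; Evaluation: per-plate % inhibition versus controls.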
D1 mod: D1 CRE-luciferase signal change, two-sided – cell-based, HEK293 D1, dopamine EC30, D1 allosteric modulator project, primary screen; D(1A) dopamine receptor (Homo sapiens), P21728; dopamine EC30 potentiation; actives deviate in either direction; B-score at 10 µM; 58,000 compounds, 5.9% hits; AID 641, 2007;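 active = luminescence count or its row- and column-corrected plate score outside the 99.7% band of the plate's sample wells, on either side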
TNAP act mid DEA: human TNAP enzyme activators, primary screen, biochemical, luminescent, intermediate phosphate acceptor level | Alkaline phosphatase, tissue-nonspecific isozyme (Homo sapiens), P05186 | purified TNAP, CDP-star luminescence, 100 mM DEA, 30 min; active compounds read high; scale: 0 levamisole-inhibited, 1 vehicle-only enzyme | activation factor at 20 µM | 64,000 tested, under 10 active | AID 813, 2007;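 active = activation factor of at least 2 at 20 µM, relative to controls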
Target sequence (P05186 whole entry, looked up): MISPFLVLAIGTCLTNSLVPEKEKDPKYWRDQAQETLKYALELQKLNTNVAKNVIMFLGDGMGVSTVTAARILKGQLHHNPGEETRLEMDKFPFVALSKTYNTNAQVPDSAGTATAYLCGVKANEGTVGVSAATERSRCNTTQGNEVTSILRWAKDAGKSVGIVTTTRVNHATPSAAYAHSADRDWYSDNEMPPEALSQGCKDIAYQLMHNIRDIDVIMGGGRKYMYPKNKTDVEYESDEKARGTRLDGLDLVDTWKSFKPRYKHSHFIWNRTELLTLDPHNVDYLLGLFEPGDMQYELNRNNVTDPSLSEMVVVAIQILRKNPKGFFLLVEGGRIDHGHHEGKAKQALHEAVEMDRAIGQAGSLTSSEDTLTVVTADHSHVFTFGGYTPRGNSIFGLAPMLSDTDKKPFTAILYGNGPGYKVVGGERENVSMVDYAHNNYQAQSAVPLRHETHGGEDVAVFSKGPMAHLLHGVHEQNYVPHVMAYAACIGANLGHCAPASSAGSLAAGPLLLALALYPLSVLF
S1P3 ag: human S1P3 receptor agonists, primary screen, cell-based, primary and confirmation, NFAT-BLA reporter | Sphingosine 1-phosphate receptor 3 (Homo sapiens), Q99500 | S1P3 NFAT-BLA reporter cells, agonism, FRET ratio; relative to 1 µM S1P, basal subtracted | activation, % at 4.5 µM | 60,000 compounds, 0.1% hits | AID 373, 2006;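 active = activation above the screen-wide mean plus 3 SD, cut at about 4.5% in these data, passing the limit was not always enough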; also: some compounds called inactive have numbers as strong as hits
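Assay system: CHO cells stably expressing human S1P3, Gα16 and NFAT-β-lactamase reporter. Timing: overnight plating, 4 h compound 37 °C, 2 h substrate RT. Signal: β-lactamase FRET emission ratio 460/535 nm. Measure: percent activation versus median 1 µM S1P response, basal-subtracted, per plate. Repeats: primary screen single test, confirmation screen in triplicate.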
Ec RNAP inh: E. coli RNAP inhibitors, biochemical; DNA-directed RNA polymerase subunit beta (Escherichia coli (strain K12)), P0A8V2; E. coli RNA polymerase, fluorescence transcription assay; inhibition, %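 (tested at 10 µM)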; 62,000 compounds, 0.2% hits; in the data active = inhibition above about 20%;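 also: 0% = enzyme without compound and 100% = no enzyme blank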
S1P1 ag-PAM: S1P1 agonists and agonism potentiators, primary screen, cell-based, primary and confirmation screens, CRE-bla reporter; Sphingosine 1-phosphate receptor 1 (Homo sapiens), P21453; S1P1 CRE-bla cells, forskolin, beta-lactamase FRET, potentiator mode; S1P1 agonist co-added at EC20, 2 nM; 100% = saturating reference agonist, 0% = basal; activation, % at 9.5 µM; 56,000 compounds, 0.57% hits; AID 449, 2006;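 active = activation above a cutoff set at the mean activation of all tested compounds plus 3 SD, cut at about 54% in these data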;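 also: forskolin at 4 µM as EC80 and the EC20 agonist is SEW2871; 100% = SEW2871 at its EC100 plus forskolin at EC80; some compounds past the cut are filed as inactive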
M1 antag: antagonists of rat M1 muscarinic receptor; AID 628, 2007; B-score at 10 µM; CHO-M1 cells, Fluo-4 calcium, ACh EC80 antagonist mode; active compounds read low; Muscarinic acetylcholine receptor M1 (Rattus norvegicus), P08482; 64,000 compounds, 3.4% hits;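 active = calcium fluorescence response, raw or row-and-column corrected B-score, differing from the plate sample mean either way at a set confidence level, mostly lower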
Target sequence (P08482 whole entry, looked up): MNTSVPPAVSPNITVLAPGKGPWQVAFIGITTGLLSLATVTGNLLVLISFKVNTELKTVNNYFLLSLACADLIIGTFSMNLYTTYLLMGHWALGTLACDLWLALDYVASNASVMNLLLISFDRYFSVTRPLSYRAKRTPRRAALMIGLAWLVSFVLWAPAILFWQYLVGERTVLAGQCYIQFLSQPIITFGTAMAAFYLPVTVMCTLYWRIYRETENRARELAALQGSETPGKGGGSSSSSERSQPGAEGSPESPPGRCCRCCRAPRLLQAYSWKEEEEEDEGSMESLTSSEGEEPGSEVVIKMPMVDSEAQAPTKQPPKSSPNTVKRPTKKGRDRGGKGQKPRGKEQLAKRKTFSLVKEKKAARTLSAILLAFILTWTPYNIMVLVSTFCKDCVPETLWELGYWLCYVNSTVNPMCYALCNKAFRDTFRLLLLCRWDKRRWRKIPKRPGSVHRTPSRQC
M1 ag: M1 muscarinic receptor agonists, primary screen, CHO-M1 cells, Fluo-4 calcium, agonist mode | Muscarinic acetylcholine receptor M1 | Fluo-4 calcium fluorescence; active compounds read high | B-score at 10 µM | 64,000 compounds, 3% hits;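 active = fluorescence rise, raw or as B-score row- and column-corrected plate score, outside the 99.7% band of its plate's samples, either direction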
* hit, by the source's call; . = no result given.

Value order: Ec RNAP inh	TNAP act mid DEA	M1 ag	S1P1 ag-PAM	D1 mod	M1 antag	S1P3 ag	Jurkat tox 60K	HEK293 NFkB inh
N#Cc1ccccc1Cn1c(=O)n(CCCC(=O)NCc2ccc3c(c2)OCO3)c(=O)c2ccccc21
 : 5.9	1	0.0244	-4.8	0.969	0.216	-1.1	-0.1	10.6
CC1(C)CC(=O)C=C(Nc2cc(-c3ccccc3)[nH]n2)C1
 : 3.1	0.8	0.576	.	-0.656	0.0266	.	.	-7.5
Clc1ccc(CSc2ncccn2)cc1
 : 5.0	0.9	-0.635	2.4	-0.0414	0.0792	-0.9	3.7	13.1
NS(=O)(=O)c1ccc(NS(=O)(=O)c2cccs2)cc1
 : -2.7	1	-0.039	-3.9	-0.607	0.139	-1.0	-1.9	7.9
COC(=O)c1ccc(C(=O)OC)c(NC(=O)c2cc3ccccc3o2)c1
 : 7.1	0.9	-0.139	1.9	-0.178	0.0163	0.6	.	.
COC(=O)C1=C(CN2CCCc3ccccc32)NC(=O)NC1c1ccc(F)cc1 (configuration not stated)
 : 1.3	0.9	1.2	-27.0	0.318	0.685	-0.8	-0.4	70.5*
Cc1ccccc1CS(=O)(=O)CCC(=O)N1CCN(c2ccc(N3CCOCC3)nn2)CC1
 : 2.4	0.9	-0.191	.	1.24	-0.0621	.	.	10.4
Cc1nc(-c2ccc3c(c2)OCO3)cs1
 : -3.1	1	-0.673	.	.	0.771	.	.	7.2
Cc1cccc(N2CCN(C(=O)c3cc4n(n3)C(C(F)(F)F)CC(c3ccco3)N4)CC2)c1C (configuration not stated)
 : 2.1	0.9	.	4.2	-0.143	.	-0.4	13.1	12.6
OCCOCCOCCn1c2ccccc2c2ccccc21
 : 0.7	0.8	-0.18	3.8	-0.305	0.709	0.0	-4.9	2.2
Cc1n[nH]c(C)c1-c1nc2ccccc2[nH]1
 : 2.5	1	0.0309	-4.1	.	0.938	-0.3	1.5	9.0
COCCCN1C(=O)C(=O)/C(=C(/O)c2ccc(OC(C)C)c(C)c2)C1c1ccncc1 (configuration not stated)
 : 7.4	0.9	-0.000672	20.4	0.266	-0.0697	-0.7	3.6	21.2
COc1cc(C(=O)NCCC(=O)NCCCN2CCCCC2)cc(OC)c1OC
 : -3.7	1	-0.0375	1.3	0.0734	-0.137	0.8	-1.0	7.3
O=S(=O)(c1cccc2nsnc12)N1CCc2ccccc21
 : -4.9	0.9	-0.246	3.8	0	-0.018	-1.5	2.7	13.8
Cc1cc(NC(=O)CCN2C(=O)c3ccccc3C2=O)no1
 : 4.1	1.1	0.376	21.6	-0.168	0.612	0.5	-5.6	5.8
CCC(C)(C)NC(=O)C(c1ccc(F)cc1)N(Cc1ccco1)C(=O)c1snc(C(N)=O)c1N (configuration not stated)
 : 8.1	0.9	-0.223	7.5	0.0755	0.576	0.1	4.8	-1.4
COC(=O)CN(c1ccccc1)S(=O)(=O)c1ccccc1
 : 4.1	0.9	-0.33	2.6	-0.544	0.309	-1.0	-0.5	11.4
CCCCc1nc2ccccc2c(=O)n1NC(=O)c1c(O)c2cccc3c2n(c1=O)CC3
 : 2.3	0.9	-1.06	2.0	-0.934	0.000938	-1.2	1.3	6.4
c1ccc(CSc2nnc(-c3c[nH]c4ccccc34)o2)cc1
 : 1.4	0.9	-0.0222	97.8*	0.675	0.069	-0.7	-0.6	-20.0
COc1ccc(N2CC(C(=O)Nc3ccc(N4CCOCC4)cc3)CC2=O)cc1 (configuration not stated)
 : 3.2	1	-1.01	.	.	1.22	.	.	9.9
Cc1cc(C)n(C(=O)c2cccc(S(=O)(=O)N3CCCC3)c2)n1
 : 4.5	1	0.0155	15.4	2.73	-0.17	-0.7	2.3	4.3
O=C(O)Cn1nnnc1-c1ccc(F)cc1
 : -6.9	1	-2.04*	-6.9	-0.274	1.72	-1.0	3.8	1.2
CC1CN(c2oc(-c3ccco3)nc2C#N)CC(C)O1 (configuration not stated)
 : -6.4	1	1.96	-6.3	-0.641	-0.483	-1.1	-1.4	16.3
CCOCCCNC(=O)C(Cc1ccccc1)NC(=O)c1ccco1 (configuration not stated)
 : 10.2	0.9	0.499	-10.5	.	0.213	0.5	-2.4	5.1
CCCc1nc(NCc2ccncc2)c2nnn(Cc3ccccc3F)c2n1
 : 7.4	0.9	-0.0359	36.8	6.94*	-0.587	-0.2	7.3	20.3
COc1ccc(NC(C)=O)cc1NC(=O)CSc1nnc(-c2cccnc2)n1C
 : 10.0	1	-1.05	.	0.562	0.307	.	.	15.1
CCOc1ccccc1-n1c(SCC(=O)N(C(C)C)C(C)C)nnc1-c1cccnc1
 : 5.7	0.9	0.911	2.8	0.642	0.544	-1.4	-1.8	4.0
Clc1ccc(-c2nn3cnnc3s2)c(Cl)c1
 : 6.4	0.9	.	-5.3	0.362	.	-0.2	8.2	12.6
CN(c1ccc(C(=O)NCCSCc2ccco2)cc1)S(C)(=O)=O
 : -0.6	1	0	10.2	-1.32	-0.291	-1.0	2.9	7.0
CCC(=O)/C=C1\Sc2ccc(OC)cc2N1CC
 : 5.5	1	0.366	-3.5	-1.36	0.11	0.0	4.8	14.6

Another view of 2 compounds above.
| molecule | Ec RNAP inh | TNAP act mid DEA | M1 ag | S1P1 ag-PAM | D1 mod | M1 antag | S1P3 ag | Jurkat tox 60K | HEK293 NFkB inh |
| --- | --- | --- | --- | --- | --- | --- | --- | --- | --- |
| CC1CN(c2oc(-c3ccco3)nc2C#N)CC(C)O1 (configuration not stated) | -6.4 | 1 | 1.96 | -6.3 | -0.641 | -0.483 | -1.1 | -1.4 | 16.3 |
| CCOCCCNC(=O)C(Cc1ccccc1)NC(=O)c1ccco1 (configuration not stated) | 10.2 | 0.9 | 0.499 | -10.5 | . | 0.213 | 0.5 | -2.4 | 5.1 |

Other entries follow.
Value order: Ec RNAP inh	TNAP act mid DEA	M1 ag	S1P1 ag-PAM	D1 mod	M1 antag	S1P3 ag	Jurkat tox 60K	HEK293 NFkB inh
CCOC(=O)CSc1nnc(Cc2cc(=O)[nH]c(=O)[nH]2)n1-c1cccc(OC)c1
 : 4.2	0.9	-0.153	-25.0	0.575	0.577	-1.1	-4.8	11.5
O=c1c2ccccc2nnn1CSc1nnc(-c2cccs2)n1Cc1ccccc1
 : 8.0	0.9	1.15	16.8	-0.79	-0.492	1.7	28.5*	-21.3
O=C(Cn1cccc1C(=O)c1ccccc1)NCc1cccs1
 : 7.0	1	0.195	0.6	-0.57	-0.165	-1.1	-1.4	11.7
COc1ccc(OC)c(NC(=O)Cn2cc(C#N)c3ccccc32)c1
 : -3.7	1	-0.268	15.0	0.991	0.592	-0.1	-1.1	16.8
CCc1c(O)nc(SCC(=O)N2CCCCC2)n(-c2ccccc2C)c1=O
 : 2.8	0.9	-0.00101	-0.6	0.0102	-0.72	-1.2	-0.6	5.2
O=C(CSc1ncnc2ccccc12)N1CCCC1
 : -5.5	1	-0.00511	7.7	-0.0285	0.0776	-0.7	-7.1	1.7
Nc1cccc2cnccc12
 : 5.7	1	0.138	20.0	0.0351	-0.0307	-1.6	11.2	9.2
COc1cc(NC(=O)CCn2c(=O)[nH]c3ccsc3c2=O)cc(OC)c1
 : -1.3	1	-0.00807	-30.2	0.754	1.31	0.1	7.1	2.8
CCOC(=O)N1CCN(C(=O)Nc2ccc(Cl)cc2Cl)CC1
 : 4.9	1	0.357	.	-0.0108	-0.19	.	.	3.9
CCOC(=O)c1ccc(N2Cc3cc(C)c(C)cc3C2)cc1O
 : 3.5	0.8	-1.01	-12.0	-0.631	-0.196	0.1	-4.5	8.5
COc1cccc(=O)c2c(C)oc(C)c12
 : .	0.9	44*	-24.7	-0.183	0.708	0.1	-12.5	9.9
Fc1ccc2nc(Nc3nc4c(s3)CCCC4)sc2c1
 : -1.5	1.1	0.193	11.1	.	1.12	0.7	0.9	-53.1
CC12CC(NC(=O)N1CCc1ccccc1)c1ccccc1O2 (configuration not stated)
 : 6.2	1	0.0454	.	.	0.048	.	.	-1.0
COc1ccccc1CNC(=O)COC(=O)c1ccc(NC(N)=O)cc1
 : 3.8	1	-1.32	.	-0.696	-0.765	.	.	16.6
COc1ccc(S(=O)(=O)Nc2ccccc2C(=O)OC2CCCN(C)C2)cc1OC (configuration not stated)
 : 1.7	1	0.578	-7.6	.	-0.849	-0.5	-7.1	23.0
O=c1cc(O)c2c(=O)n(-c3ccccc3)c3ccccc3c2o1
 : 5.0	1	0.222	-3.9	-0.0876	-0.0948	-0.8	-3.9	11.4
O=C(COc1ccc(Br)cc1CO)Nc1ccccc1F
 : 7.0	0.9	-0.122	-5.1	0.717	0	-0.9	-2.9	-1.2
Cc1c(NC2=C(Cl)C(=O)N(c3ccccc3)C2=O)c(=O)n(-c2ccccc2)n1C
 : 1.1	0.9	-0.363	-3.4	-0.447	-6.27*	-1.3	7.5	21.3
COc1ccc(CNC(=O)c2cc3c(=O)n4ccccc4nc3n(Cc3cccnc3)c2=N)cc1
 : -2.3	0.9	0.126	-12.9	1.59	0.815	0.0	11.3	3.1
O=c1[nH]n(-c2ncnc3c2cnn3-c2ccccc2)c(=O)c2ccccc12
 : -13.2	1.3	0.113	.	-1.22	0.669	.	.	14.5
COc1cccc(/C=N/n2c(C)c3c(C)nnc(C)c3c2C)c1O
 : -0.6	0.9	0.172	-9.7	-1.2	-0.236	-0.8	-2.9	18.4
COC(C)(C)[C@]12CC(O)(C(C)C)ON1[C@H]1CCCCC1N2O (some centres not stated)
 : 6.4	0.9	0.949	-4.8	0.0682	0.241	-0.3	1.6	16.0
Cc1ccccc1S(=O)(=O)Cc1ccc(C(=O)N2CC(C)CC(C)C2)o1 (configuration not stated)
 : 5.0	0.9	-0.89	-3.5	-0.0182	0.00806	0.5	2.2	19.5
CCC(=NC1CC(C)(C)NC(C)(C)C1)C1=C(O)CC(C)(C)CC1=O
 : 9.4	0.9	0.14	-36.8	-0.239	0.167	-0.3	-4.2	-5.4
O=C(OCc1nnc(-c2ccc(Cl)cc2)o1)c1ccc(=O)n(Cc2ccccc2)n1
 : 4.8	0.9	-1.3	.	0.072	1.8	.	.	-3.7
CCOC(=O)CNc1nc(C#N)nc(N2CCOCC2)n1
 : 4.7	1	-0.157	-0.5	-0.0407	-0.158	0.6	3.9	8.3
CCOC(=O)N1CCN(c2c(N3CCN(c4ccccn4)CC3)c(=O)c2=O)CC1
 : 9.3	0.9	0.668	-1.5	-0.707	-0.26	-1.2	4.7	3.0
O=C(OCn1nnc2ccccc2c1=O)c1cn(-c2ccccc2)nc1-c1cccnc1
 : -0.4	0.9	1.06	-12.7	.	-0.926	2.0	-6.9	-0.5
Cn1c(NC(=O)c2ccc3c(c2)OCO3)cc(=O)n(C)c1=O
 : -2.8	0.9	-0.0178	-11.4	.	-0.0909	0.5	-10.9	-1.2
